Source: PubChem
CCT modulator – modulators of cytosolic chaperonin (CCT/TRiC) activity. purified chaperonin ATPase assay, HTRF ADP detection, 30 min. activity change, % (test concentration not listed), hits read low. 360,000 compounds, 0.3% hits; in the data active = activity change below about -30%; also: % is scaled to controls: 0 for no effect and ±100 for the full control effect
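We incubate TRiC, 40 or 20 nM final, with library compounds at 76 uM and 10 uM ATP for 30 min at 37 °C. ADP formed is detected with Transcreener HTRF reagents after 30 min at room temperature.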
Nrf2 activator – activates Nrf2 signaling. AREc32 ARE-luciferase reporter (MCF7-derived line), luminescence, 24 h. AID 624171. Potency, µM (titrated, usually from 46.1 µM), inactives show at the highest dose activation, hits mostly activators. 410,000 compounds, 0.31% hits; also: potency is read from the fitted curve at half-maximal effect; % of control where 0% means no effect; nearly all actives have a fitted effect of over 65% in size
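AREc32 cells carrying an ARE-driven firefly luciferase, 1000 cells/well in OPTI-MEM with 5% FBS, dosed after overnight attachment and incubated 24 hr at 37 deg C. Steady-Glo luminescence read after 30 min at RT.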
pAkt inh – blocks phosphorylation of Akt | Neuro2A IGF-stimulated pAkt S473 HTRF, 20 min; active compounds read low | activity change, % for hits at 50 µM | 360,000 compounds, 0.32% hits | AID 651550; in the data active = activity change below about -80%; inconclusive = mostly about -51% to -80%; also: % is scaled to controls: 0 for no effect and ±100 for the full control effect
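Neuro2A cells in DMEM with 0.5% FBS, overnight at 37 deg C, given compound at single 50 µM final, then IGF (6 nM final) for 20 min at 37 deg C. Lysed; phospho-Akt Ser473 by HTRF after 24 h, 665/615 ratio.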
Mm-Cpn inhibitor – M. maripaludis TRiC chaperonin inhibition. 330,000 compounds, 0.031% hits. Potency, µM (top dose mostly 76.9 µM), for inactives: at the highest dose activity, negative = inhibition, usual class: inhibitors. purified Mm-Cpn ATPase, ADP Transcreener TR-FRET. AID 504842; also: potency is read from the fitted curve at half-maximal effect; % is scaled to controls: 0 for no effect and ±100 for the full control effect; nearly all actives have a fitted effect of over 80% in size
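25 nM Mm-CPN + cpd, 10 min 37°C; + 10 uM ATP, 30 min 37°C; buffer 30 mM Tris pH 7.4, 100 mM KCl, 5 mM MgCl2, 1 mM DTT; Transcreener ADP HTRF detection 30 min RT.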
A549 viability – kills or reduces viability of A549 cells in Nrf2 counter-screen; A549 ARE-Fluc cells, CellTiter-Fluor viability, 18-24 h; Potency, µM (top dose mostly 46 µM), for the others: at the highest dose activity change, negative = cytotoxicity, usual class: inhibitors; 390,000 compounds, 0.16% hits; AID 504648; also: potency is read from the fitted curve at half-maximal effect; % is scaled to controls: 0 for no effect and ±100 for the full control effect
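A549 ARE-Fluc cells in 5% FBS OPTI-MEM, 5000 cells/well, rested 2 h then exposed to compounds in concentration-response for 18-24 h at 37 °C. Viability by CellTiter-Fluor fluorescence (Ex 405/Em 525) after 30 min; luciferase luminescence (BugLite, 15 min, RT) read afterwards.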
TGFb inhibitor – blocks TGF-b signaling | HepG2 CAGA-GFP TGF-b/SMAD3 reporter, GFP fluorescence, 18 h; TGF-beta stimulated, 500 pg/mL final | Potency, µM (series often up to 46.1 µM), for inactives: top-dose activity, negative = inhibition, actives largely listed as inhibitors | 410,000 compounds, 1.2% hits | AID 588855; also: potency is read from the fitted curve at half-maximal effect; % is scaled to controls: 0 for no effect and ±100 for the full control effect; nearly all actives have a fitted effect of over 65% in size
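GFP signal (ex488/em500-530) from TGF-beta-stimulated HEPG2 CAGA-GFP cells, 500 pg/mL final, 18 h at 37 degrees C in DMEM plus 1% FBS, normalized to unstimulated and DMSO-stimulated controls.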
Nrf2 inh – blocks Nrf2 signaling. A549 ARE-Fluc reporter, luciferase luminescence, 18-24 h. Potency, µM (top dose mostly 46 µM), inactives show top-dose activity change, negative = inhibition, most hits filed as inhibitors. 360,000 compounds, 2.1% hits. AID 504444; also: potency is read from the fitted curve at half-maximal effect; % is scaled to controls: 0 for no effect and ±100 for the full control effect; nearly all actives have a fitted effect of over 60% in size
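A549 ARE_Fluc cells (5000/well, 5% FBS OPTI-MEM) pre-incubated 2 h, then treated with compounds 18-24 h at 37C/5% CO2 in concentration-response. CellTiter-Fluor viability read first; BugLite luciferase luminescence after 15 min at room temperature gives Nrf2 activity.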
EPAC2 ag – agonists of human EPAC2 (RAPGEF4); 360,000 compounds, 0.079% hits; Potency, µM (doses to about 154 µM), inactives show top-dose activation, usual class: activators; Q8WZA2; EPAC2 activation, biochemical qHTS; response scale: 100% = 6.5 mM cAMP response; AID 720711; also: potency is read from the fitted curve at half-maximal effect; nearly all actives have a fitted effect of over 50% in size
Target sequence (Q8WZA2 whole entry, looked up): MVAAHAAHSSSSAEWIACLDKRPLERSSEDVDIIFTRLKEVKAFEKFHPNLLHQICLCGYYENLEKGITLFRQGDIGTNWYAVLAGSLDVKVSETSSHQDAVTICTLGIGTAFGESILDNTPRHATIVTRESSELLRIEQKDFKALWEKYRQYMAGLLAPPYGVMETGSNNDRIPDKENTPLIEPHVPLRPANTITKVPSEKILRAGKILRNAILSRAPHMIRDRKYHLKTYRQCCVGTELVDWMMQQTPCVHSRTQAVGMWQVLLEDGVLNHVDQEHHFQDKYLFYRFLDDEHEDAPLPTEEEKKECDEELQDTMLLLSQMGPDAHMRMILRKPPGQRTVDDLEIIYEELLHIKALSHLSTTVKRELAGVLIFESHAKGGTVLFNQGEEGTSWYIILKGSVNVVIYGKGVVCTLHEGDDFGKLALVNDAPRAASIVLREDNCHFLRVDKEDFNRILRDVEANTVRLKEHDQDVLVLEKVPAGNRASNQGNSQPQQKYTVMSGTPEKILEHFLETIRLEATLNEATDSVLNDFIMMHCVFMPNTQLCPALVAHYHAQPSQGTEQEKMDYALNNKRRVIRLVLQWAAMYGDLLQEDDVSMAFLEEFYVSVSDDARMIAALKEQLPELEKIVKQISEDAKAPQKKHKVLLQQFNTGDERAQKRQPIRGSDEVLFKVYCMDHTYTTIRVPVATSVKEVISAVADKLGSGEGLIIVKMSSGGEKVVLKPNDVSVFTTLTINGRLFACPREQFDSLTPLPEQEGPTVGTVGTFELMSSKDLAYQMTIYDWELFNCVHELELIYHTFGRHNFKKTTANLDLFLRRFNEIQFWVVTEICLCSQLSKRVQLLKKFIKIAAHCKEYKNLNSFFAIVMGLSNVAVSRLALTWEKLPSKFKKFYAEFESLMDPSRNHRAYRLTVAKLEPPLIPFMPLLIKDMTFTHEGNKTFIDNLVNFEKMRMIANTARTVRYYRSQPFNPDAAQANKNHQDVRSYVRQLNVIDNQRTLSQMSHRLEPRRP
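Each well held 100 nM EPAC2, 250 nM RAP1B-BODIPY-GDP and 50 uM GDP. Fluorescence, read at 5-min intervals to 30 min, was referenced to a 6.5 mM cAMP positive control.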
EPAC2 antag – EPAC2 (human) antagonism. Q8WZA2. Potency, µM (top dose mostly 114 µM), for the others: at the top dose activity, negative = inhibition, usual class: inhibitors. 360,000 compounds, 0.18% hits. EPAC2 GEF exchange of Rap1B-BODIPY-GDP, fluorescence; also: potency is read from the fitted curve at half-maximal effect; % is scaled to controls: 0 for no effect and ±100 for the full control effect; nearly all actives have a fitted effect of over 45% in size; many of its hits are not listed in these tables
Numbers without * were called inactive; i = inactive; ? = inconclusive; nt = not tested or not shown; & = joins results of further samples; [ ] = another dose, or the depositor's remark. Unless noted, calls follow the shape of the dose curve; as a rule, active = well fitted curve in the direction sought with a large enough effect; inconclusive = small, poorly fitted or top-dose-only effect, or another doubt; inactive = no such curve, though single readings can be large; an effect the other way counts as inactive or inconclusive.

Key to letters – A = CCT modulator; B = Nrf2 activator; C = pAkt inh; D = Mm-Cpn inhibitor; E = A549 viability; F = TGFb inhibitor; G = Nrf2 inh; H = EPAC2 ag; I = EPAC2 antag
COc1ccccc1-c1cn(S(=O)(=O)c2ccc(F)cc2)nc1N
  A = -0.8 | B = 2.8% | C = i | D = -2% | E = -8% | F = ? | G = nt | H = -4% | I = -15%

CCc1ccc(NC(=O)Cn2cc(S(=O)(=O)N3CCCC3)c(S(=O)(=O)N3CCCC3)c2)cc1
  A = nt | B = 2.2% | C = nt | D = nt | E = 2% | F = -7% | G = ? | H = nt | I = nt

O=C(COC(=O)CCCN1C(=O)c2cccc3cccc(c23)C1=O)Nc1ccc(Cl)cc1
  A = -2.8 | B = 16% | C = i | D = -6% | E = 0% | F = 2% | G = -10% | H = 7% | I = -1%

CC1CCN(Cc2c(C(=O)N/N=C/c3cccc(Cl)c3)nnn2-c2nonc2N)CC1
  A = -0.3 | B = -0.7% | C = nt | D = 3% | E = 0% | F = ? | G = -3% | H = 4% | I = 5%

COc1cccc(C(=O)Nc2ccc(NC(=O)C3CCCCC3C(=O)O)cc2)c1 (stereo not drawn)
  A = 2.2 | B = 2.5% | C = i | D = -3% | E = 6% | F = 7% | G = -12% | H = 0% | I = -4%

CCOCCCNS(=O)(=O)c1ccc2c(c1)CCN2C(=O)CC
  A = -0.5 | B = 0.5% | C = i | D = 0% | E = 0% | F = -8% | G = -24% | H = -2% | I = 0%

Cc1ccc(CN(C)C(=O)CN2C(=O)NC3(CCCC3)C2=O)o1
  A = -0.4 | B = 0.3% | C = i | D = 1% | E = 14% | F = -2% | G = -4% | H = 3% | I = 9%

O=C(NCCN1CCCC1)C1COc2ccccc2O1 (stereo not drawn)
  A = -1.0 | B = -0.4% | C = i | D = -2% | E = 6% | F = ? | G = ? | H = 7% | I = 9%

O=C1CN(C(=O)c2ccccc2)C(c2ccccc2)c2cc(F)ccc2N1 (stereo not drawn)
  A = 0.0 | B = -0.1% | C = i | D = 1% | E = 1% | F = -6% | G = -3% | H = 11% | I = 5%

COc1ccc(N2C(=O)CN=C2Nc2nc(C)cc(C)n2)cc1OC
  A = 2.8 | B = -0.6% | C = i | D = -2% | E = -1%[1.84 µM] | F = 1% | G = 2% | H = 4% | I = -1%

Brought forward from above: 4 compounds; new compounds follow.
Key to letters – A = CCT modulator; B = Nrf2 activator; C = pAkt inh; D = Mm-Cpn inhibitor; E = A549 viability; F = TGFb inhibitor; G = Nrf2 inh; H = EPAC2 ag; I = EPAC2 antag
Cc1ccc(CN(C)C(=O)CN2C(=O)NC3(CCCC3)C2=O)o1
  A = -0.4 | B = 0.3% | C = i | D = 1% | E = 14% | F = -2% | G = -4% | H = 3% | I = 9%

O=C(NCCN1CCCC1)C1COc2ccccc2O1 (stereo not drawn)
  A = -1.0 | B = -0.4% | C = i | D = -2% | E = 6% | F = ? | G = ? | H = 7% | I = 9%

O=C1CN(C(=O)c2ccccc2)C(c2ccccc2)c2cc(F)ccc2N1 (stereo not drawn)
  A = 0.0 | B = -0.1% | C = i | D = 1% | E = 1% | F = -6% | G = -3% | H = 11% | I = 5%

COc1ccc(N2C(=O)CN=C2Nc2nc(C)cc(C)n2)cc1OC
  A = 2.8 | B = -0.6% | C = i | D = -2% | E = -1%[1.84 µM] | F = 1% | G = 2% | H = 4% | I = -1%

COc1ccc(-n2c(C)cc(C(=O)CSc3nnc(-c4cccs4)o3)c2C)cc1
  A = 3.8 | B = 3.1% | C = i | D = -6% | E = -28% | F = ? | G = 18µM* | H = 15% | I = -2%

Cc1ccc(N(CC(=O)NC(C)(C)C)C(=O)CCC(=O)Nc2ccccn2)cc1
  A = 2.0 | B = -0.3% | C = i | D = nt | E = nt | F = 4% | G = nt | H = 0% | I = -7%

Cc1cccc(-c2cc3nc(C)cc(N4CC(C)CC(C)C4)n3n2)c1 (stereo not drawn)
  A = 0.5 | B = 2.3% | C = i | D = 2% | E = 2% | F = 9% | G = nt | H = 2% | I = -6%

Cc1[nH]nc(NNC(=O)c2ccccc2)c1[N+](=O)[O-]
  A = -0.4 | B = 2.1% | C = i | D = -1% | E = -9% | F = 4% | G = -13% | H = 5% | I = 10%

O=C(C(c1ccccc1)C(O)c1ccccc1)N1CCOCC1 (stereo not drawn)
  A = -1.2 | B = -0.9% | C = i | D = nt | E = -3% | F = 9% | G = 0% | H = 3% | I = -8%

O=C(NCCc1ccccc1)C1CC(c2ccccc2O)=NO1 (stereo not drawn)
  A = 1.4 | B = -0.9% | C = i | D = -1% | E = -2% | F = -8% | G = -35% | H = 1% | I = -1%

CCOC(=O)N1CCc2c(sc3c2C(=O)NC(c2ccccc2F)N3)C1 (stereo not drawn)
  A = nt | B = 11% | C = nt | D = nt | E = -6% | F = 0% | G = 1% | H = nt | I = nt

CN(C)c1ccc(NC(=O)Nc2ccc3c(c2)nnn3C)cc1
  A = -2.3 | B = 1.9% | C = i | D = -4% | E = -12% | F = -19% | G = ? | H = 1% | I = 4%

COc1ccc(CC(=O)N[C@@H]2c3cc(OC)c(OC)cc3C[C@H]2OCc2ccccc2)cc1
  A = -1.8 | B = -0.3% | C = i | D = 2% | E = 2% | F = 6% | G = ? | H = 3% | I = -5%

CCOC(=O)N1CC(C)N(CC(O)CN2CCOCC2)CC1C (stereo not drawn)
  A = 0.5 | B = -0.6% | C = i | D = nt | E = 7% | F = -4% | G = 25% | H = 4% | I = 29%

Cc1ccc(CN(C(=O)COc2cccc([N+](=O)[O-])c2)c2ccccn2)o1
  A = nt | B = 5.4% | C = nt | D = nt | E = 2% | F = -2% | G = ? | H = nt | I = nt

CC12CCC(=O)N1C(C(=O)Nc1ccccc1F)CS2 (stereo not drawn)
  A = -1.2 | B = 0.2% | C = i | D = 1% | E = -2% | F = 11% | G = ? | H = 6% | I = 10%

O=C(N/C(=C/c1cccnc1)C(=O)N1CCCCCC1)c1ccccc1
  A = -1.0 | B = 0.0% | C = i | D = 0% | E = 1% | F = 5% | G = -1% | H = 7% | I = 7%

CC(C)c1ccc(/C=C/C(=O)Nc2ccc(CN3CCOCC3)cc2)cc1
  A = -0.4 | B = -2.9% | C = i | D = -4% | E = ? | F = -8% | G = 23µM* | H = 14% | I = ?

O=c1[nH]c2ccc(Br)cc2o1
  A = 0.1 | B = -0.1% | C = i | D = nt | E = 3% | F = 21% | G = -4% | H = 5% | I = 7%

CCn1cnc2c1c(=O)n(Cc1ccc(C(=O)OC)cc1)c(=O)n2Cc1ccccc1
  A = 0.3 | B = -0.3% | C = i | D = 0% | E = -16% | F = 3% | G = 12% | H = 16% | I = 0%

CCCn1c(SCC(=O)NC(=O)NC(C)(C)C)n[nH]c1=O
  A = 0.6 | B = -0.5% | C = i | D = -1% | E = 1% | F = -2% | G = -1% | H = 0% | I = 20%

O=C(NC(=S)Nc1ccc2[nH]c(=O)[nH]c2c1)c1cc(Br)ccc1Cl
  A = -1.4 | B = 2.6% | C = i | D = -1% | E = -2% | F = 4% | G = 1% | H = 0% | I = 0%

Cc1ccc(N2C(=O)/C(=C\c3ccco3)SC2=S)cc1
  A = -1.3 | B = 22% | C = i | D = 1% | E = -22% | F = 2% | G = ? | H = -10% | I = 8%

CC(=O)Nc1ccc(S(=O)(=O)N2CCc3ccccc3C2)cc1
  A = -2.1 | B = 0.0% | C = i | D = 2% | E = -2% | F = -1% | G = -11% | H = 3% | I = -3%

COc1ccc(CNC(=O)c2ccccc2SCC(=O)NCc2ccco2)cc1
  A = -1.3 | B = -0.3% | C = i | D = 2% | E = 3% | F = -4% | G = 8% | H = -3% | I = 6%

C[C@]12CC[C@@H]3c4ccc(O)cc4CC[C@H]3[C@@H]1CC[C@@H]2O
  A = -0.7 | B = 3.5% | C = i | D = 1% | E = -7% | F = -8% | G = -28% | H = 5% | I = -21%

CC1CCC(NC(=O)CCc2cn(Cc3ccc(F)cc3)c3ccccc23)CC1 (stereo not drawn)
  A = nt | B = 3.6% | C = nt | D = nt | E = 8% | F = ? | G = -3% | H = nt | I = nt

CCOc1ccc(S(=O)(=O)NCc2cccs2)cc1C(C)C
  A = -3.0 | B = 0.4% | C = i | D = 2% | E = -26% | F = ? | G = ? | H = 6% | I = ?

CC(c1ccc(O)cc1)(c1ccc(O)cc1)c1ccc(CCBr)cc1
  A = 1.1 | B = -0.1% | C = i | D = 1% | E = -5% | F = -12% | G = -10% | H = 3% | I = -24%

C#CCOCCOCCOCCNc1nc(N2CCN(C(=O)[C@H](CCCN=C(N)N)n3cc(C(N)[C@@H](C)CC)nn3)CC2)nc(N2CCN(C(=O)[C@H](CO)n3cc([C@@H](N)C(C)C)nn3)CC2)n1 (stereo partly drawn)
  A = -1.7 | B = -0.9% | C = i | D = -1% | E = 5% | F = 11% | G = 9% | H = -1% | I = 5%

Cc1ccc(CN2CCN(Cc3cn[nH]c3C3CCCCC3)CC2CCO)cc1 (stereo not drawn)
  A = -2.6 | B = -0.5% | C = i | D = -4%[15.4 µM] | E = -2% | F = -18% | G = -1% | H = 3% | I = 0%

COc1ccc(-c2nn(CCC(=O)O)cc2CCC(=O)O)cc1
  A = -7.5 | B = -0.8% | C = i | D = -3% | E = -10% | F = 3% | G = 5% | H = -2% | I = 0%

CCc1nc2ccc(C(=O)N3CCN(c4cccc(OC)c4)CC3)cc2nc1CC
  A = -3.7 | B = -0.2%&6.2% | C = i | D = -6% | E = 1%&2% | F = 3%&7% | G = -7% | H = -2% | I = -7%

Cc1ccc(C(=O)OCC(=O)N(C)C2CCS(=O)(=O)C2)cc1S(=O)(=O)N1CCOCC1 (stereo not drawn)
  A = -0.4 | B = -0.7% | C = i | D = 1% | E = -7% | F = 7% | G = 6% | H = 8% | I = -3%

This is a subset; rates above refer to the full screens.
